Screens: PubChem BioAssay, National Center for Advancing Translational Sciences (NCATS)
SNCA_expr_inhib: Primary qHTS assay for inhibitors of alpha-synuclein gene (SNCA) expression; 140,000 compounds, 0.17% hits; HEK-293 SNCA-luciferase knock-in, luminescence, 24 h; AID 1671194, 2021; Potency, µM (titrated, usually from 57.2 µM), inactives show top-dose activity change, negative = inhibition, hits mostly inhibitors;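 note: plate controls were DMSO cells for no effect and cell-free wells for full effect; nearly all actives have a fitted effect of over 45% in size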
HEK293_viab: GF-AFC viability counterscreen for inhibitors of alpha-synuclein gene (SNCA) expression | HEK-293-SNCA-luc viability, GF-AFC fluorescence, 24 h | 150,000 compounds, 0.12% hits | Potency, µM (titrated, usually from 57.1 µM), for inactives: top-dose activity change, negative = cytotoxicity, most hits filed as cytotoxic;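 note: 0% = DMSO-treated cells and -100% = medium-only wells without cells; nearly all actives have a fitted effect of over 30% in size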
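Cytotoxicity counterscreen: after 24 h compound treatment of genome-edited SNCA-luciferase HEK-293 cells, live-cell protease substrate GF-AFC read by fluorescence after 30 min; activity scaled between DMSO (0%) and medium-only (-100%), curves Hill-fitted.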
Active calls of the source: *; [ ] = another dose, or the depositor's remark. Calls come from the whole dose curve; as a rule, active = well fitted curve in the direction sought with a large enough effect; inconclusive = small, poorly fitted or top-dose-only effect, or another doubt; inactive = no such curve, though single readings can be large; an effect the other way counts as inactive or inconclusive. Potency is the fitted concentration of half-maximal effect.

SMILES SNCA_expr_inhib HEK293_viab
c1cc(CN2CC3(CCNCC3)C2)ccn1 4% 3%
CC(C)CN1CCC2(CC1)CCN(S(C)(=O)=O)CC2 -12% -6%
O=C(Nc1cccc(F)c1)N1CCC2(CC1)CCN(C(=O)Oc1ccccc1)CC2 21% -8%
O=C(Nc1ccccc1)N1CCCC2(CCN(C(=O)Oc3ccccc3)CC2)C1 26% -12%
CC(C)NC(=O)N1CCC2(CCNCC2)CC1 -8% -5%
c1ccc(N2CC3(CCNCC3)C2)nc1 6% -8%
CC(C)CN1CCCC2(CCN(C(=O)c3ccncc3)CC2)C1 17% 4%
O=C(Nc1cccc(F)c1)N1CCCC2(CCN(C(=O)Oc3ccccc3)CC2)C1 14% -20%
CN1CCCC2(CCN(C(=O)c3ccncc3)CC2)C1 -13% 1%
CN1CCCC2(CCN(C(=O)Oc3ccccc3)CC2)C1 93%[activator] 3%
O=C(Oc1ccccc1)N1CCC2(CCCN(Cc3nccs3)C2)CC1 103%[activator] -1%
CC(C)CN1CC[C@@]2(CCCN(C(=O)Oc3ccccc3)C2)C1 7% -2%
CN1CCC2(CC1)CCN(C(=O)c1ccco1)CC2 9% 4%

3 entries drawn at random from the list so far:
SMILES SNCA_expr_inhib HEK293_viab
CN1CCCC2(CCN(C(=O)c3ccncc3)CC2)C1 -13% 1%
CN1CCCC2(CCN(C(=O)Oc3ccccc3)CC2)C1 93%[activator] 3%
CC(C)CN1CCCC2(CCN(C(=O)c3ccncc3)CC2)C1 17% 4%

6 successive compounds from above, quoted:
SMILES SNCA_expr_inhib HEK293_viab
O=C(Nc1cccc(F)c1)N1CCCC2(CCN(C(=O)Oc3ccccc3)CC2)C1 14% -20%
CN1CCCC2(CCN(C(=O)c3ccncc3)CC2)C1 -13% 1%
CN1CCCC2(CCN(C(=O)Oc3ccccc3)CC2)C1 93%[activator] 3%
O=C(Oc1ccccc1)N1CCC2(CCCN(Cc3nccs3)C2)CC1 103%[activator] -1%
CC(C)CN1CC[C@@]2(CCCN(C(=O)Oc3ccccc3)C2)C1 7% -2%
CN1CCC2(CC1)CCN(C(=O)c1ccco1)CC2 9% 4%

The list is partial; rates above refer to the full screens.
